From PubChem BioAssay
N370S GC = inhibits or activates N370S mutant glucocerebrosidase; N370S GC spleen homogenate, 4MU-glucoside fluorescence; Potency, µM (top dose mostly 59.4 µM), for inactives: at the highest dose activity change, negative = inhibition, most hits filed as inhibitors; 0.092% of 330,000 active; AID 2101;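 also: 0% = full enzyme activity and -100% = no enzyme basal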
FEN1 inhibitor = inhibitors of human flap endonuclease 1; 0.35% of 390,000 active; P39748; Potency, µM (series often up to 114 µM), for inactives: at the top dose activity change, negative = inhibition, usual class: inhibitors; Recombinant FEN1 flap cleavage, fluorescence, 15 min; also: nearly all actives have a fitted effect of over 65% in size
Target sequence (P39748 whole entry, looked up): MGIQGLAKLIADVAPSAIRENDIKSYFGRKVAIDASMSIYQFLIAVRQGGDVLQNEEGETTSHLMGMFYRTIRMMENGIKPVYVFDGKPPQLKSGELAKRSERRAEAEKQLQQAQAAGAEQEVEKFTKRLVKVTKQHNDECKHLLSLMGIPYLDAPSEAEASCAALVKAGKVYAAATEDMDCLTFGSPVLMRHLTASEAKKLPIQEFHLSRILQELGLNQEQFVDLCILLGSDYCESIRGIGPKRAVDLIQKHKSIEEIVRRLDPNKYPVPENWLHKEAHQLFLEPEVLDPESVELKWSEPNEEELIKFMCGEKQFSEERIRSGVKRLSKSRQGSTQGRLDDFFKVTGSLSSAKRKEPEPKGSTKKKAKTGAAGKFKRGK
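In this screen, 50 nM flap DNA substrate was added to 10 nM FEN1 pretreated with compound for 15 min at room temperature; cleavage was followed with reads at 0 and 15 min, and Hill fitting gave concentration–response parameters.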
DT40 TDP1 CPT = DT40-hTDP1 cell growth loss with CPT; 12% of 420,000 active; Potency, µM (top dose mostly 46.2 µM), without a hit: top-dose activity change, negative = growth inhibition, actives largely listed as inhibitors; chicken DT40 Tdp1-/-;hTDP1 cells + 20 nM CPT, ATP luminescence, 48 h; also: nearly all actives have a fitted effect of over 55% in size
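Chicken DT40 Tdp1-/- cells complemented with human TDP1, 400 cells/well, exposed to compounds plus 20 nM camptothecin for at least 48 h at 37 C; viability read as ATP content by CellTiter-Glo luminescence.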
Active calls of the source: *; ? = inconclusive; nt = not tested or not shown; & = joins results of further samples; [ ] = another dose, or the depositor's remark. Calls follow the shape of the dose curve; as a rule, active = well fitted curve in the direction sought with a large enough effect; inconclusive = small, poorly fitted or top-dose-only effect, or another doubt; inactive = no such curve, though single readings can be large; an effect the other way counts as inactive or inconclusive. Unless noted, % is scaled to controls: 0 for no effect and ±100 for the full control effect; potency is read from the fitted curve at half-maximal effect. This is a subset (hit frequency here may not be typical).

SMILES | N370S GC | FEN1 inhibitor | DT40 TDP1 CPT
FC(F)(F)c1cccc(Sc2nc(-c3ccccc3)nnc2C(F)(F)F)c1 | 4% | -10% | 8.2µM*
COc1ccc(S(=O)(=O)Nc2ccc3c(c2)C(=O)N([C@H](C)CO)C[C@H](C)[C@@H](CN(C)S(C)(=O)=O)O3)cc1 | nt | -11% | 24%
Cc1cc(C)n(CC(=O)N/N=C/c2cc([N+](=O)[O-])ccc2O)n1 | 7% | 1% | 21µM*
Cc1cc2c(cc1C)NC1(C[C@H]3CCC(=O)N4CC[C@@H](C1)[C@@H]34)C(=NC(C)(C)CC(C)(C)C)N2 (stereo partly specified) | nt | -9%&-4% | 21µM*
CCNC(=S)NNC(=O)C1CCCCC1 | -13% | 1% | 5%
CC(=O)Nc1ccc(N(CC(=O)NC2CCCC2)C(=O)CCC(=O)Nc2cc(C)on2)cc1 | -15% | 2% | 10%
Cc1csc(N/N=C/c2ccccn2)n1 | -3% | -13% | 0.58µM*
CCOc1ccc(-c2ccc(NS(=O)(=O)c3ccc(C)cc3)cc2)nn1 | nt | -3% | 16µM*
Cc1ccc(N2CC(C(=O)OCC(=O)c3ccc(C)c([N+](=O)[O-])c3)CC2=O)cc1 (stereo unspecified) | -5% | 15% | 0%
O=C1OC(c2ccccc2)=C/C1=C/c1cccs1 | 14% | 5% | ?
O=C1CCCC2=C1C(c1ccncc1)c1c(nc(SCc3ccccc3)[nH]c1=O)N2 (stereo unspecified) | 0% | -3% | -4%
Cc1ccc(Cn2ncc3c(NN)ncnc32)cc1 | -22% | 0% | ?
COc1ccccc1OCCCCNCCO | 2% | -2% | -1%
O=C1Nc2ccc(Br)cc2C1(O)Cc1ccccn1 (stereo unspecified) | 7% | -4% | -24%
COc1ccc(/C=N/Nc2nn3cnnc3c3ccccc23)cc1 | ? | ? | 13%
O=C(NCC1([N+](=O)[O-])CN(C(=O)c2ccccc2)CN(C(=O)c2ccccc2)C1)c1ccccc1 | -14% | -2% | 12%
CCN(CC)C(=O)Cn1c(=O)n(CCCC(=O)NCc2ccc3c(c2)OCO3)c(=O)c2sccc21 | -2% | 3% | 2%
O=C(NCc1ccc2c(c1)OCO2)c1ccc(N2CCCCCC2)c([N+](=O)[O-])c1 | 17% | -12% | ?
O=C(Nc1ccc2c(c1)OCCO2)c1ccco1 | 6% | -18% | ?
N#Cc1c(-c2ccc(F)cc2)nc(-c2ccccc2)[nH]c1=O | 28% | 1% | ?
COc1ccc(N(CC(=O)NCc2ccccc2)S(=O)(=O)c2c(C)n[nH]c2C)cc1 | -14% | -14% | 21µM*
CCCCN(C)C(=O)CCC(=O)Nc1ccc2nc(N3CCN(C)CC3)cc(C)c2c1 | 15% | -11% | -5%
O=C(c1c(F)cccc1F)N1CCN(c2ncccn2)CC1 | 7% | 2% | -21%
Cc1ccc(N=Cc2cc(Br)cc(Cl)c2O)cc1 | 5% | -17% | ?
COC(=O)CNC(=O)CN1C(=O)NC2(CCCc3ccccc32)C1=O (stereo unspecified) | -6% | -3% | -27%
COc1cccc(-c2ccc(NC(=O)C3CCCN(Cc4cnn(C)c4C)C3)cc2)c1 (stereo unspecified) | -13% | 9% | ?
Cc1ccc(C(=O)Nc2ccccc2C(=O)NC(C(=O)O)C(C)C)cc1 (stereo unspecified) | 7% | 7% | 2%
COc1ccc(-c2cn(Cc3ccc(C(N)=O)cc3)c(-c3ccc(Cl)nc3)n2)cc1 | -15% | -18% | -8%
Cc1cccc(CN2CCN(C(=O)CCl)CC2)c1 | 20% | 4% | 15µM*
CCOC(=O)CN1C(=O)S/C(=C/C=C/c2ccc(N(C)C)cc2)C1=O | -4% | -12% | -12%
Cc1cccc(NC(=O)CSc2nnc(NC(=O)C3CCC3)s2)c1 | -8% | 13% | -21%
CC(=O)c1sc(NC(=O)COc2ccc(Br)cc2)nc1C | 9% | -7% | 16%
Cc1ccc(NC(=O)c2nnn(-c3ccc4c(c3)OCCO4)c2N)cc1 | -20% | 12% | ?
O=C1CCCN1c1ccc(S(=O)(=O)N2CCN(c3ccccc3)CC2)cc1 | -1% | 4% | -4%
CC(C)N(C(=O)Cn1cc(SCC(=O)Nc2ccccc2F)c2ccccc21)C(C)C | nt | 7% | ?
COc1ccccc1OCCSc1nc2ccccc2n1CC(O)CO (stereo unspecified) | -1% | 15% | -4%
Cc1ccc(C2CCN(C(=S)Nc3cccc(C)c3)C2)cc1 (stereo unspecified) | -3% | -19% | ?
CC1CC=CC2C1C(=O)N(Cc1ccccc1)C2c1ccc2ccccc2c1 (stereo unspecified) | 16% | -25% | nt
CCCCNc1c([N+](=O)[O-])c(=O)n(C)c2ccccc12 | 17% | -7% | -11%
CCCCOc1ccc(C(=O)Nc2ccc(-c3cc4ccccc4oc3=O)cc2)cc1 | nt | 13% | -5%
COc1cccc(N2CCN(C(=O)c3cc4c(=O)oc5ccc(C)cc5c4s3)CC2)c1 | nt | -5% | ?
O=C(Nc1ccccc1)Nc1nnc(-c2ccccc2)o1 | ? | -6% | 29µM*
CCOC(=O)c1[nH]c(C)c(C(=O)NCCC2=CCCCC2)c1C | -2% | 1% | -27%
O=C(Nc1ccc([N+](=O)[O-])cc1Br)c1cccnc1 | -2% | -3% | -18%
CC(C)c1nc2oc3c(=O)[nH]cnc3c2c2c1COC(C)(C)C2 | 2% | 2% | -5%
O=C(Nc1ccc(Br)cc1F)c1ccc2c(c1)OCCO2 | 0% | -7% | -10%
COC(=O)c1cc(C(=O)NC(C)(C)CC(C)(C)C)cc([N+](=O)[O-])c1 | 22% | -1% | -25%
O=C1C2C3C=CC(C4CC34)C2C(=O)N1/N=C/c1ccc([N+](=O)[O-])s1 (stereo unspecified) | 2% | 0% | -7%
N=c1oc2ccccc2cc1C(=O)Nc1ccccc1 | 4% | 17% | -9%
COc1ccccc1-c1nnc(SC(C)C(=O)NCC2CCCO2)n1C (stereo unspecified) | nt | 0% | 9%

Another view of some results above.
Compound,N370S GC,FEN1 inhibitor,DT40 TDP1 CPT
Cc1ccc(C2CCN(C(=S)Nc3cccc(C)c3)C2)cc1 (stereo unspecified),-3%,-19%,?
CC1CC=CC2C1C(=O)N(Cc1ccccc1)C2c1ccc2ccccc2c1 (stereo unspecified),16%,-25%,nt
CCCCNc1c([N+](=O)[O-])c(=O)n(C)c2ccccc12,17%,-7%,-11%
CCCCOc1ccc(C(=O)Nc2ccc(-c3cc4ccccc4oc3=O)cc2)cc1,nt,13%,-5%
COc1cccc(N2CCN(C(=O)c3cc4c(=O)oc5ccc(C)cc5c4s3)CC2)c1,nt,-5%,?
O=C(Nc1ccccc1)Nc1nnc(-c2ccccc2)o1,?,-6%,29µM*
CCOC(=O)c1[nH]c(C)c(C(=O)NCCC2=CCCCC2)c1C,-2%,1%,-27%
O=C(Nc1ccc([N+](=O)[O-])cc1Br)c1cccnc1,-2%,-3%,-18%
CC(C)c1nc2oc3c(=O)[nH]cnc3c2c2c1COC(C)(C)C2,2%,2%,-5%
O=C(Nc1ccc(Br)cc1F)c1ccc2c(c1)OCCO2,0%,-7%,-10%
COC(=O)c1cc(C(=O)NC(C)(C)CC(C)(C)C)cc([N+](=O)[O-])c1,22%,-1%,-25%
O=C1C2C3C=CC(C4CC34)C2C(=O)N1/N=C/c1ccc([N+](=O)[O-])s1 (stereo unspecified),2%,0%,-7%

Remaining list, next part.
SMILES | N370S GC | FEN1 inhibitor | DT40 TDP1 CPT
O=C(CSc1ncccn1)Nn1cnnc1 | 5% | 2% | 2%
O=C(NCCc1ccccc1Cl)c1cc(COc2ccc(F)cc2F)on1 | nt | 1% | ?
CC(C)C[C@H](NC(=O)N1CCN(c2ccccc2)CC1)C(=O)O | 14% | -9% | 6%
C=CCn1c(SCc2cccnc2)nnc1-c1ccncc1 | 4% | -2% | -14%
C[C@@H]1O[C@@H](OC[C@H]2O[C@@H](Oc3c(-c4ccc(O)c(O)c4)oc4cc(O)cc(O)c4c3=O)[C@H](O)[C@@H](O)[C@@H]2O)[C@H](O)[C@H](O)[C@H]1O | -1% | -2% | 5%&8%
O=C(O)C/C(=C\c1cc(Cl)c2c(c1)OCO2)c1nc2ccccc2s1 | 0% | -36% | 1%
COc1cc(Cn2c(=O)sc3ccccc32)ccc1OCCC(C)C | nt | -18% | ?
CN1CCN(c2nc(-c3ccccc3O)nc3ccccc23)CC1 | -1% | -10% | ?
O=S(=O)(c1ccccc1)N1CCC[C@@]2(CCN(C(c3ccccc3)c3ccccc3)C2)C1 | 1% | nt | 21%
CCc1ccc(CSc2nc(-c3ccc(OC)cc3)nc3c2Cc2c(CO)cnc(C)c2O3)cc1 | nt | -8% | 6%
CCCCC1(CC)SCC(=O)NC1=O (stereo unspecified) | nt | -1% | -18%
C[C@@H](CSc1ccccc1)CN1CC[C@H](C(C)(C)C)CCC1=O | 28% | 2%&-4% | ?
CC1CCCCC1NC(=O)C1CCC(CNc2c(N3CCCCC3)c(=O)c2=O)CC1 (stereo unspecified) | -2% | -6% | -7%
COc1ccc(CC(=O)NCC2CCCN(Cc3cccc(SC)c3)C2)cc1 (stereo unspecified) | -5% | -1% | 3%
C=CCOc1ccc(C2C(C(=O)c3cccs3)=C(O)C(=O)N2c2nnc(C)s2)cc1 (stereo unspecified) | nt | 0% | 3%
CC(=O)c1c(C)[nH]c(C(=O)N2CCN(c3cc(Cl)ccc3C)CC2)c1C | 2% | -16% | 10µM*
O=C(O)/C=C/C(=O)Nc1ccc(-c2ccccc2)cc1 | 3%&-1% | -14% | -4%
CNC(=S)N1N=C2c3ccccc3CCC2C1c1ccccc1Cl (stereo unspecified) | 9% | -12% | ?
CN(C)c1ccc(C(=S)Nc2ccccc2)cc1 | 11% | 15% | ?
CCc1ccccc1NC(=O)NC(CC)Cn1nnc2ccccc2c1=O (stereo unspecified) | nt | 4% | -1%
Cc1ccc(C)c(C(C)NC(=S)NC2CCCCC2)c1 (stereo unspecified) | -1% | 6% | 26µM*
O=C(NCCNC(=O)c1ccco1)c1cccc(F)c1 | -5% | 1% | -13%
Nc1oc2ccc(F)cc2c(=O)c1C=O | -18% | -1% | 13%
Cc1cccc(CCN2CCN=C2N(C)C)c1 | 3% | -13% | -7%
NC(=O)c1ccc(-c2nnn(CC(=O)N(C3CCCCC3)C3CCS(=O)(=O)C3)n2)cc1 (stereo unspecified) | nt | 8% | -3%
COc1ccc2c(Sc3ccc(Cl)cc3)c(C(=O)NCCCN3CCCCC3)[nH]c2c1 | nt | -5% | 23µM*
COC(=O)c1ccc(NC(=O)c2cc(S(=O)(=O)N3CCOCC3)cn2C)cc1 | nt | 25% | -6%
Cc1ccc(C(=O)Nc2ccc(S(=O)(=O)N3CCCC3)cc2)s1 | -6% | -12% | ?
Cc1cccc(NC(=O)C2CCCN(S(=O)(=O)c3cnc[nH]3)C2)c1C (stereo unspecified) | nt | 18% | -24%
C=CCOc1ccc(C=Nc2cccc(Cl)c2)c(O)c1 | 12% | 1% | -18%
Cc1ccccc1OCC(=O)Nc1c(C)ccc2nsnc12 | nt | 7% | ?
Cc1nc(N2CCOCC2)nc(Oc2ccccc2F)c1[N+](=O)[O-] | 12% | 14% | 3%
CCN(CC)S(=O)(=O)c1cccc(C(=O)N[C@H](C(=O)NCc2ccccc2F)C(C)C)c1 | 4% | 1% | ?
COc1ccc(S(=O)(=O)N2CCC(NC(=O)c3cccnc3)CC2)cc1 | 3% | -1% | 9%
O=C1OC(N2CCN(C(=O)c3ccco3)CC2)c2ccccc21 (stereo unspecified) | -5% | 2% | -6%
COc1ccc(S(=O)(=O)N2CCOCC2)cc1NC(=O)CSc1nnc(C2CC2)n1N | 6% | 1% | -6%
Cc1n[nH]c(=O)c2c(NC(=O)CSc3nncn3C(C)C)oc(C)c12 | nt | -7% | 3%
COc1ccc(N2CCN(C(=O)c3c(C)oc4ncn(CC(C)C)c(=O)c34)CC2)cc1 | nt | 17% | ?
Cc1cc(C)n2nc(C(=O)OCC(=O)Nc3cc(S(=O)(=O)N4CCOCC4)ccc3Cl)nc2n1 | nt | 0% | 6%
Cn1c(=O)c2[nH]c(=O)[nH]c2n(C)c1=O | nt | -2% | 18%
COc1ccc(/C=C(\C#N)C(=O)NC2CCS(=O)(=O)C2)cc1OC (stereo unspecified) | -16% | 10% | -14%
O=C(CSc1ncccc1-c1nc2ccccc2[nH]1)N1CCCCC1 | ? | 2% | ?
CN(C(=O)COC(=O)c1cc([N+](=O)[O-])ccc1Cl)c1ccccc1 | -3% | 0% | 5%
CC1=CC2C(=O)c3cccc(O)c3C(=O)C2C(O)=C1 (stereo unspecified) | 4% | nt | 23%[9.04 µM]
CCOc1ccc(N(CC(=O)Nc2cccc(N(C)S(C)(=O)=O)c2)S(=O)(=O)c2ccccc2)cc1 | -7% | -4% | 21µM*
COc1cc(OC)cc(C(=O)OCC(=O)Nc2nnc(-c3ccccc3)o2)c1 | nt | 7% | ?
Nc1nnc(/C=C/c2ccccc2Cl)s1 | 3% | 0% | -15%
